ERK AVP block = inhibitors of vasopressin-stimulated ERK signaling pathway | HEK293-V1b, vasopressin-stimulated pERK AlphaScreen | AID 995 | 0.99% of 72,000 active | Potency, µM (highest dose often 57.5 µM), without a hit: at the top dose activity, negative = inhibition, most hits filed as inhibitors; also: potency is read from the fitted curve at half-maximal effect; % is scaled to controls: 0 for no effect and ±100 for the full control effect; nearly all actives have a fitted effect of over 55% in size
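Phosphorylated ERK1/2 detected via AlphaScreen bead proximity in lysates of V1b-expressing HEK293 cells given 25 nM vasopressin for 5 min after 30 min compound exposure (37 °C). AC50 from Hill equation; basal DMSO 0%, vasopressin 100%.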
Texas Red fluor = compound fluoresces in the Texas Red spectral region; Compound fluorescence, Texas Red channel, 547/618 nm; active compounds read high; max dye-equivalent concentration, M; 0.06% of 59,000 active; AID 587; in the data active = max dye-equivalent concentration above about 10 nM; inconclusive = between about 1.1 nM and that limit
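Pin-transferred compounds and Texas Red standards go into 100 mM Tris buffer, pH 8.0. After 15 min at room temperature, plates are imaged with 547/618 nm filters. Each value is a dye-equivalent concentration derived from the per-plate dye curve.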
Tau fil binding = tau filament binding | recombinant tau filaments, thioflavin S fluorescence, 15 h; filaments grown with octadecylsulfate alongside compound | Potency, µM (highest dose often 57.1 µM), for the others: at the top dose activity change, negative = inhibition | 2% of 71,000 active | AID 596;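 also: potency is read from the fitted curve at half-maximal effect; % is scaled to controls: 0 for no effect and ±100 for the full control effect; actives lower thioflavin S fluorescence by blocking filaments or displacing dye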
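Quantitative HTS: thioflavine S signal from ODS-induced tau filaments, excited at 450 nm, emission 510 nm. Conditions: 1 uM tau, 30 uM ODS, 15 h at 37 C, pH 7.4.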
Caspase-1 inhib = allosteric or competitive inhibitors of human caspase-1. P29466. Caspase-1 enzyme, Ac-WEHD-AFC fluorogenic rate. Potency, µM (highest dose often 57.5 µM), for the others: at the top dose activity change, negative = inhibition, hits mostly inhibitors. 0.03% of 75,000 active. AID 900;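 also: potency is read from the fitted curve at half-maximal effect; plate controls were vehicle for no effect and no substrate for full effect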
Fluorescein fluor = compound fluoresces in the fluorescein spectral region; Compound autofluorescence, 480/540 nm, fluorescein-equivalent; active compounds read high; max fluorescein-equivalent concentration, M; 0.91% of 59,000 active; AID 593; in the data active = max fluorescein-equivalent concentration above about 10 nM; inconclusive = between about 1.1 nM and that limit
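Values reflect compound autofluorescence, normalized to fluorescein on the same plate and reported at each tested concentration. Conditions: 100 mM Tris pH 8.0, room temperature, 15 min, excitation 480 nm, emission 540 nm.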
A350 fluor = A350 region autofluorescence; Compound autofluorescence, 340/450 nm, Alexa 350 dye-equivalents; active compounds read high; max dye-equivalent concentration, M; 11% of 59,000 active; in the data active = max dye-equivalent concentration above about 10 nM; inconclusive = mostly about 1.1 nM to 9.6 nM
HEK293 cAMP ctrl = parental HEK293 cAMP activation (counter-screen); parental HEK293 CNG cAMP sensor, membrane potential fluorescence; Potency, µM (highest dose often 57.1 µM), for the others: at the highest dose activation, usual class: activators; 2.5% of 73,000 active; AID 938; also: potency is read from the fitted curve at half-maximal effect; % of control where 0% means no effect; nearly all actives have a fitted effect of over 55% in size
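Parental HEK 293 cells stably expressing a modified CNG channel (no TSHR) report cAMP rise as membrane depolarization. Membrane potential dye with 100 uM RO 20-1724 was loaded for 60 min at room temperature, then compound added for 30 min; fluorescence read at 590 nm.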
Rhodamine fluor = compound fluoresces in the rhodamine spectral region; max dye-equivalent concentration, M; Rhodamine-region fluorescence, 547/598 nm, Tris buffer; active compounds read high; 0.05% of 59,000 active; in the data active = max dye-equivalent concentration above about 11 nM; inconclusive = between about 1.1 nM and that limit
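qHTS spectral profiling of compounds without any target or enzyme present, in pH 8.0 Tris buffer; plates were read after a 15-minute room-temperature incubation using the rhodamine-region filter set.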
FLuc inh = blocks Photinus pyralis firefly luciferase activity; 2.2% of 72,000 active; Potency, µM (top dose mostly 57.1 µM), for the others: at the top dose activity change, negative = inhibition, hits mostly inhibitors; AID 411; purified firefly luciferase, luminescence, 8 min; also: potency is read from the fitted curve at half-maximal effect; % is scaled to controls: 0 for no effect and ±100 for the full control effect; nearly all actives have a fitted effect of over 40% in size
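qHTS concentration-response profiling: light output of P. pyralis luciferase with luciferin and 10 uM ATP, imidazole buffer pH 7.2. Read by luminescence after 8-min room-temperature incubation.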
Casp7 inh = allosteric or competitive inhibitors of human caspase-7; P55210; recombinant caspase-7, Ac-DEVD-AFC fluorescence rate; Potency, µM (doses to about 57.5 µM), for inactives: at the highest dose activity change, negative = inhibition, most hits filed as inhibitors; 0.02% of 75,000 active; active = well fitted inhibition curve with a large enough effect in the main read-out, with a control signal flat, not every such curve was filed as active; inconclusive = small, poorly fitted or top-dose-only effect, or a change in a side signal; also: potency is read from the fitted curve at half-maximal effect; % of control where 0% means no effect
4-MU autofl = compound fluoresces in the 4-MU spectral region; 11% of 59,000 active; AID 589; max dye-equivalent concentration, M; compound autofluorescence, 340/450 nm, 4-MU equivalents; active compounds read high; in the data active = max dye-equivalent concentration above about 10 nM; inconclusive = mostly about 1.1 nM to 9.6 nM
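Compounds in 100 mM Tris, pH 8.0, incubated 15 min at room temperature, then fluorescence read at 340 nm excitation/450 nm emission. Signal converted to 4-MU dye-equivalent concentration using an on-plate six-point 4-MU standard curve.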
Numbers without * were called inactive; i = inactive; ? = inconclusive; · = not tested or not shown; [ ] = dose if it differs, or a comment. Unless noted, calls follow the shape of the dose curve; as a rule, active = well fitted curve in the direction sought with a large enough effect; inconclusive = small, poorly fitted or top-dose-only effect, or another doubt; inactive = no such curve, though single readings can be large; an effect the other way counts as inactive or inconclusive. Only part of the results is shown; rates above refer to the full screens.

Results follow in this order: FLuc inh	Caspase-1 inhib	Fluorescein fluor	HEK293 cAMP ctrl	4-MU autofl	Casp7 inh	Tau fil binding	Texas Red fluor	A350 fluor	ERK AVP block	Rhodamine fluor
- Cc1nc(SCC(C)C)[nH]c(=O)c1Cc1ccccc1
 : 2.5%	-1.1%	i	15.6%	i	0.0%	-6.5%	i	i	6.7%	i
- O=C(Cc1cn2ccsc2n1)OCc1ccccc1
 : -4.0%	1.1%	i	7.6%	i	7.6%	0.1%	i	i	10.4%	i
- COC(=O)COc1ccc(S(=O)(=O)N2CCOCC2)cc1
 : 2.2%	-2.9%	i	22.8%	i	0.1%	-0.8%	i	i	5.1%	i
- CC(C)c1nc(SCc2ccccn2)c2c(=O)n(C)c(=O)n(C)c2n1
 : -0.5%	-3.7%	·	0.3%	·	0.9%	73.0%	·	·	·	·
- C=C[C@@]1(C)CC(=O)[C@@]2(O)[C@@]3(C)[C@@H](O)CCC(C)(C)[C@@H]3[C@H](O)[C@H](OC(C)=O)[C@@]2(C)O1
 : -0.3%	2.0%	·	0.0794µM*	·	-1.5%	?	·	·	1.26µM*	·
- N#Cc1nc(-c2ccccc2)oc1NCCN1CCCCC1
 : -4.3%	0.3%	?	4.7%	?	-0.4%	-20.6%	i	?	-15.1%	i
- COc1ccc(NS(=O)(=O)c2ccc(O)c(C(=O)OCC(=O)N3CC(C)OC(C)C3)c2)cc1 (stereo not given)
 : 2.7%	1.7%	?	1.3%	i	-0.3%	15.2%	i	?	-16.8%	i
- Nc1cccc(C(=O)Nc2ccco2)c1
 : -9.1%	-1.8%	?	-5.2%	i	-0.7%	-29.5%	i	i	-9.3%	i
- COc1cccc2c(C)c(C(=O)O)[nH]c12
 : 0.2%	0.8%	?	?	i	6.0%	7.8%	?	i	-0.1%	i
- O=C(N/N=C1/C[C@@H](O)[C@@H](O)[C@@H]2[C@H]3C(=O)N(c4ccc(F)cc4F)C(=O)[C@@H]3CC[C@@H]12)OCc1ccccc1
 : 3.1%[11.4 µM]	-12.7%[11.5 µM]	·	0.2%[11.4 µM]	·	-0.5%[11.5 µM]	·	·	·	4.4%[11.5 µM]	·
- Cc1cnc(CNc2cc(-c3ccc(N(C)C)cc3)ncn2)cn1
 : -6.4%[2.29 µM]	-0.5%	i	3.3%	?	-6.1%	-12.6%	i	?	-9.9%	i
- CC(C)NS(=O)(=O)c1ccc(OCC(=O)Nc2ccc3c(c2)OCO3)c(Cl)c1
 : -3.3%	-0.6%	i	-8.2%	i	-2.7%	-16.4%	i	i	-8.1%	i
- Cc1cc(C)n2c(SCC(=O)Nc3cc(C)on3)nnc2n1
 : 0.8%	0.6%	?	2.5%	?	1.0%	3.3%	?	?	27.0%	i
- O=C(NC(Cc1ccccc1)C(=O)N1CCN(c2ccccn2)CC1)c1ccco1 (stereo not given)
 : 0.8%	3.2%	i	6.5%	i	0.8%	-0.5%	?	i	-9.8%	i
- Nc1nc(COc2ccc3ccccc3c2)cs1
 : 25.1µM*	-2.3%	i	-7.7%	i	-0.9%	3.6%	i	i	-23.0%	i
- COc1cc(C(=O)NCCc2nc3ccccc3n2C)cc(OC)c1OC
 : -1.6%	-1.6%	i	-4.5%	?	0.3%	5.6%	i	?	6.2%	i
- Cn1c(=O)n(-c2ccccc2)c(=O)c2c3c(sc21)COC(C)(C)C3
 : -2.7%	-0.3%	?	7.6%	i	-0.4%	-10.9%	i	i	-3.7%	i
- O=C(NCc1ccc2c(c1)OCO2)c1cc2c(s1)CSC2
 : -2.6%	-5.1%	·	-1.3%	·	-3.3%	0.4%	·	·	-5.8%	·
- COc1ccc(S(=O)(=O)N2CCC(C(=O)Nc3nnc(CCN4CCCCC4)s3)CC2)cc1
 : -5.7%	1.3%	?	-3.2%	i	5.5%	12.0%	?	i	0.2%	i
- CCC(c1nnnn1C1CCCCC1)N1CCN(C2CCCC2)CC1 (stereo not given)
 : -0.4%	0.3%	i	5.01µM*	i	-1.5%	-13.1%	i	i	-0.5%	i
- CCN(CC)S(=O)(=O)C1CCS(=O)(=O)C1 (stereo not given)
 : 0.4%	-0.1%	·	2.1%	·	-0.2%	3.3%	·	·	-29.8%	·
- COCCNS(=O)(=O)c1cccc2cccnc12
 : 1.2%	-1.4%	·	1.4%	·	-1.8%	1.4%	·	·	·	·
- C[C@H](CCC(=O)O)[C@H]1CC[C@H]2[C@@H]3[C@H](O)C[C@@H]4C[C@H](O)CC[C@]4(C)[C@H]3C[C@H](O)[C@]12C
 : ·	0.2%	·	14.7%	·	-2.2%	9.8%	·	·	-1.2%	·
- NC(=O)c1ccc(-n2nnnc2SCc2ccccc2)cc1
 : 2.0%	0.3%	?	3.6%	i	-0.2%	1.8%	i	i	?	i
- CCC(C)OC(=O)c1[nH]c2c(c1C)C(=O)CC(c1ccc(N(C)C)cc1)C2 (stereo not given)
 : -11.5%	-5.6%	·	2.2%	·	-3.4%	7.4%	·	·	?	·
- COC(=O)C1=C(CSc2nncn2C)NC(=O)NC1c1cc(C)ccc1C (stereo not given)
 : 0.9%	-9.7%	i	5.5%	7.86e-06M*	-2.0%	-3.2%	i	7.18e-06M*	-8.4%	i
- COc1cccc(N2CCN(C(=O)c3ccc(N4C(=O)NC5CC4(C)Oc4ccccc45)cc3)CC2)c1 (stereo not given)
 : 2.9%	0.8%	i	0.6%	i	-2.7%	-7.3%	i	i	1.2%	i
- O=S(=O)(NCCc1cn2ccccc2n1)c1cccs1
 : 2.9%	-3.1%	·	7.7%	·	3.5%	0.4%	·	·	·	·
- Cc1cc2oc(C(=O)N(Cc3ccco3)C3CCS(=O)(=O)C3)cc(=O)c2cc1Cl (stereo not given)
 : 2.7%	0.7%	i	5.2%	i	0.3%	-12.6%	i	i	-13.7%	i
- CCOC(=O)NCc1ccc(S(=O)(=O)Nc2ccccc2C)cc1
 : -1.8%	-0.9%	?	2.8%	i	-2.4%	-0.1%	i	i	2.4%	i
- CC(O)CNc1nc2c(c(=O)n(C)c(=O)n2C)n1C/C=C/c1ccccc1 (stereo not given)
 : -0.2%	-6.4%	i	-8.4%	1.19e-08M*	-7.4%	-5.2%	?	1.71e-08M*	-8.6%	i
- Cc1cc(C(=O)OCC(=O)NC2CCS(=O)(=O)C2)c(C)n1-c1ccccc1 (stereo not given)
 : -4.5%	2.4%	i	17.8%	i	1.2%	5.8%	i	i	7.4%	i
- COc1cc(OC)c(NC(=O)CS(=O)(=O)Cc2nc(-c3ccc(C)cc3)oc2C)cc1Cl
 : 0.3%	-3.4%	·	1.1%	·	-4.7%	30.3%	·	·	-12.8%	·
- O=C1N=c2ccccc2=C1c1sc(=S)n(CC2CCCO2)c1O (stereo not given)
 : -1.7%	-0.8%	·	-13.2%	·	0.2%	-11.2%	·	·	-2.2%	·
- CCc1cc2c(nc1CC)CCN(CC/C(C)=N/OC[C@@H](O)[C@@H]1O[C@@H]3OC(C)(C)O[C@@H]3[C@H]1O)C2
 : 1.3%[11.4 µM]	1.7%[11.5 µM]	·	-1.5%[11.4 µM]	·	0.2%[11.5 µM]	·	·	·	32.5%[activator][11.5 µM]	·
- COc1ccc(OC)c(NC(=O)CN2CCN(C(=O)c3ccco3)CC2)c1
 : 3.7%	-0.2%	?	17.4%	i	7.9%	-11.6%	i	?	8.6%	i
- CCOc1ccc(/C(O)=C2/C(=O)C(=O)N(CCCn3ccnc3)C2c2cccs2)cc1Cl (stereo not given)
 : 0.1%	-0.9%	?	-0.3%	i	0.1%	-25.9%	i	i	-9.7%	i
- COc1ccc(OC)c(NC(=O)c2c(NC(=O)CNCc3ccco3)sc3c2CCC3)c1
 : 2.8%	-6.1%	·	10.6%	·	-1.8%	208.5%	·	·	-17.7%	·
- C=CCn1c(SCn2nnc3ccccc3c2=O)nnc1-c1ccc(Cl)cc1
 : -0.7%	-1.5%	i	26.2%	i	0.5%	1.8%	i	i	-18.2%	i
- COC(=O)CSc1nnc(-c2ccccc2O)n1-c1ccc(C)cc1
 : 2.8%	2.1%	i	?	i	6.5%	-21.5%	i	?	-14.0%	i
- COc1ccc(S(=O)(=O)N(CCc2ccccc2)CC(=O)O)cc1OC
 : 2.2%	0.5%	·	12.6%	·	1.1%	-13.4%	·	·	4.7%	·
- Cc1ccc(S(=O)(=O)Nc2nc3ccccc3nc2NCc2ccco2)cc1
 : -16.6%	?	?	?	1.4e-07M*	-24.3%	112.2%	i	1.54e-07M*	-15.6%	i
- Cc1ccccc1-c1nc(-c2cccnc2)no1
 : ?	0.1%	i	?	i	1.6%	0.8%	?	i	2.2%	i
- O=C(O)/C=C\C(=O)Nc1cccc2c1-c1ccccc1C2=O
 : 1.5%[11.4 µM]	8.3%[11.5 µM]	i	-5.7%[11.4 µM]	i	1.7%[11.5 µM]	-2.3%[11.4 µM]	i	i	-24.7%[11.5 µM]	i
